IMPase inh = qHTS Assay for Identifying the Cell-Membrane Permeable IMPase Inhibitors; Inositol monophosphatase 1 (Rattus norvegicus), P97697; CHO-M1 cells, IP1 accumulation, HTRF TR-FRET ratio; inhibition (IP1 accumulation), % at 46.1 µM; 120,000 tested, under 10 active; AID 901, 2007; active = well fitted curve in the direction sought with a large enough effect in the signal ratio, not every such curve was filed as active; inconclusive = small, poorly fitted or top-dose-only effect, or a change in a side signal; inactive = no such curve, though single readings can be large or run the other way; the % refers to the signal ratio;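 also: cells stimulated with carbachol in lithium chloride buffer; plate controls were DMSO basal wells for no effect and reference inhibitor wells for full effect; higher means more IMPase inhibition seen as more IP1 and lower FRET ratio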
Target sequence (P97697 whole entry, looked up): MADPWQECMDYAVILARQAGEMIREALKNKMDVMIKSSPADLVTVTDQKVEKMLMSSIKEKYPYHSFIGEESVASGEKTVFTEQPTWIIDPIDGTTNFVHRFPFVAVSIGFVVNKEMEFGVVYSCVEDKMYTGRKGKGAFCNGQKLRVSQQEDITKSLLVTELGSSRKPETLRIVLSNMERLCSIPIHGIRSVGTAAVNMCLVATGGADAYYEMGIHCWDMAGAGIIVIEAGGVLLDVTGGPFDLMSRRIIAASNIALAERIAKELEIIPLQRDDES
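Measured: the HTRF emission ratio (665/620 nm) plus the 620 nm donor channel, each fitted to the Hill equation to give AC50. Cells were CHO-M1 given compounds up to 46 uM and a 30 min carbachol stimulation at 37C.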
ALOX15B inhib = qHTS Assay for Inhibitors of 15-hLO-2 (15-human lipoxygenase 2). actives 0.56% (n = 110,000). AID 881, 2007. purified 15hLO-2, xylenol orange hydroperoxide absorbance. Potency, µM (titrated, usually from 57.1 µM), for inactives: at the top dose activity change, negative = inhibition, usual class: inhibitors; also: potency is read from the fitted curve at half-maximal effect; nearly all actives have a fitted effect of over 60% in size; many of its hits are not listed in these tables
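Screening format was qHTS against 50 nM purified 15hLO-2 in Hepes pH 7.5 with detergent. Activity follows hydroperoxide formation from 45 uM arachidonic acid, measured as 573:405 nm absorbance ratio of the ferric-xylenol orange complex.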
PNC assembly inh = High Content Assay for Compounds that inhibit the Assembly of the Perinucleolar Compartment | PC3M PTB-GFP, PNC prevalence imaging, 16 h; hits give low values | activity change (PNC), negative = inhibition, % at 10 µM | actives 3.1% (n = 140,000);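 active = readout at or below -70, meaning at least 70% loss of cells showing the perinucleolar compartment, a nuclear body marking cancer cells; inconclusive = readout between -30 and a set limit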;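 also: plate controls were DMSO wells for no effect and camptothecin positive control wells for full effect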
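Compounds are pinned in duplicate onto adhered PC3M cells stably expressing GFP-tagged PTB and incubated 16 h at 37 C. Cells are then fixed, nuclei stained with Hoechst, and PNC-positive cells counted.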
12-hLO inh = qHTS Assay for Inhibitors of 12-hLO (12-human lipoxygenase); Polyunsaturated fatty acid lipoxygenase ALOX12 (Homo sapiens), P18054; purified 12-hLO, xylenol orange hydroperoxide absorbance; Potency, µM (doses to about 57.1 µM), for inactives: at the top dose activity change, negative = inhibition, usual class: inhibitors; actives 0.12% (n = 150,000); AID 1452, 2008; also: potency is read from the fitted curve at half-maximal effect; nearly all actives have a fitted effect of over 55% in size; many of its hits are not listed in these tables
Target sequence (P18054 whole entry, looked up): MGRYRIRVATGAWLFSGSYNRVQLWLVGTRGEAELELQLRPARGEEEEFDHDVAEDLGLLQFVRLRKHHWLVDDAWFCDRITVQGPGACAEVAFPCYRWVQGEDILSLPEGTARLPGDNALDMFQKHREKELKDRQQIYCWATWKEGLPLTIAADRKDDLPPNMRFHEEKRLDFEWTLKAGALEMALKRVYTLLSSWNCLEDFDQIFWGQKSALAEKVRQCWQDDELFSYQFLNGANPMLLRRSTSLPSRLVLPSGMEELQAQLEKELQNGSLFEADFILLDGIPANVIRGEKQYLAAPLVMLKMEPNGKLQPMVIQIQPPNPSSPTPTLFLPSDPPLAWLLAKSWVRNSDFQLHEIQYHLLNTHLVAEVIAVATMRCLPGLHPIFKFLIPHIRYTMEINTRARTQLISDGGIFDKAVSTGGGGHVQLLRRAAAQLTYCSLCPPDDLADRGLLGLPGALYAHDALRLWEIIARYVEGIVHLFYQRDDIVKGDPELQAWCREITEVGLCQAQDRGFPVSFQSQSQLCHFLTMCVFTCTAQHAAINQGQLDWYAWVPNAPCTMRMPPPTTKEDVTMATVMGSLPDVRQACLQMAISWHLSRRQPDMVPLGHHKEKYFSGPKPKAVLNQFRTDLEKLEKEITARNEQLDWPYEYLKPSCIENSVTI
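Purified human 12hLO (150 nM final) was preincubated with compounds for 15 min at room temperature in 25 mM Hepes pH 7.0, 0.01% Triton X-100, then reacted with 40 uM arachidonic acid for 30 min. Hydroperoxide was detected with ferrous iron/xylenol orange.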
* marks the source's active call; other numbers are inactive results; ? = inconclusive; nt = no result given; & = joins results of further samples; [ ] = another dose, or the depositor's remark. Unless noted, calls follow the shape of the dose curve; as a rule, active = well fitted curve in the direction sought with a large enough effect; inconclusive = small, poorly fitted or top-dose-only effect, or another doubt; inactive = no such curve, though single readings can be large; an effect the other way counts as inactive or inconclusive. Unless noted, % is scaled to controls: 0 for no effect and ±100 for the full control effect. The list is partial; count on the stated rates, not on these rows.

Below each compound – IMPase inh	ALOX15B inhib	PNC assembly inh	12-hLO inh
(1) Cc1sc(NC(=O)c2ccco2)c(C(c2cccnc2)N2CCCC2)c1C (stereo not drawn)
→ 7	3%	-29	-14%
(2) NC(=O)c1ccccc1NC(=O)CCc1ccccc1
→ 3	2%	1	0%
(3) COCCCNc1nc2c(c(=O)[nH]c(=O)n2C)n1CC(O)COc1ccccc1C (stereo not drawn)
→ 8	-4%	22	2%
(4) COC(=O)c1ccc(Oc2cc(C)nc(-n3nc(C)cc3C)n2)cc1
→ 4	7%	?	-1%
(5) O=[N+]([O-])c1cccc(S(=O)(=O)N2CCC(c3nc(-c4ccncc4)no3)CC2)c1
→ -4	-8%	20	1%
(6) CN(c1cccc(NC(=O)CN(c2ccc(C34CC5CC(CC(C5)C3)C4)cc2)S(C)(=O)=O)c1)S(C)(=O)=O
→ 1	20%	?	0%
(7) COc1cccc(C(=O)NC(Cc2ccccc2)c2ccc3c(c2)OCCCO3)c1 (stereo not drawn)
→ 8	-5%	?	2%
(8) O=C(COC(=O)C1CC(O)CN1C(=O)Oc1ccccc1)c1ccc(Br)cc1 (stereo not drawn)
→ nt	nt	?	-4%
(9) CC(C)CNS(=O)(=O)c1ccc(CCC(=O)NCC2CCCO2)cc1 (stereo not drawn)
→ -10	-9%	?	1%
(10) CSc1nc(/C=C2\C=Nc3ccccc32)c(O)n1C
→ nt	nt	-25	-4%
(11) Cc1sc2nc(C)n(/N=C/c3ccc(O)cc3)c(=O)c2c1C
→ 0	0%	36	-2%
(12) CCOc1cc(-c2cn(S(=O)(=O)c3cccc4nsnc34)nc2N)cc(OCC)c1OCC
→ 2	-2%	24	-4%
(13) Cc1occc1C(=O)N/N=C/c1cccnc1
→ 3	-7%	9	4%
(14) CCOC(=O)C1=C(CNC2CCCCC2)NC(=O)NC1c1cc(C)ccc1C (stereo not drawn)
→ 4	22%	?	3%
(15) O=C1Nc2ccccc2C12OCC(COc1ccc(Cl)cc1)O2 (stereo not drawn)
→ 4	2%	14	-16%

Some values from the results shown.
Cc1sc(NC(=O)c2ccco2)c(C(c2cccnc2)N2CCCC2)c1C (stereo not drawn) @ PNC assembly inh: -29
O=[N+]([O-])c1cccc(S(=O)(=O)N2CCC(c3nc(-c4ccncc4)no3)CC2)c1 @ 12-hLO inh: 1%

The list continues.
Below each compound – IMPase inh	ALOX15B inhib	PNC assembly inh	12-hLO inh
(16) CCOc1ccc(OCC)c(NC(=O)CN(C)S(=O)(=O)c2ccc3nc(C)sc3c2)c1
→ nt	nt	-2	-3%
(17) COc1ccc(CCNC(=O)c2ccco2)cc1
→ 9	2%	25	-2%
(18) O=C(c1ccccc1F)N1CCN(CC2CC3C=CC2C3)CC1 (stereo not drawn)
→ 15	-12%	3	-6%
(19) Cc1ccc2oc(=O)c3cnn(CC(=O)N(Cc4ccco4)C4CCCCC4)c3c2c1
→ 5	-2%	-30	-2%
(20) Cc1ccc(C)c(N(C(=O)Cn2nnc3ccccc32)C(C(=O)NCc2ccco2)c2ccncc2)c1 (stereo not drawn)
→ 2	-6%	-13	-6%
(21) CC(=O)Nc1ccc(S(=O)(=O)NNC(=O)c2ccc(S(=O)(=O)N3CCCCC3)cc2)cc1
→ nt	nt	-27	-1%
(22) O=C(c1cccc(S(=O)(=O)N2CCCCC2)c1)N1CCN(S(=O)(=O)c2ccc(F)cc2)CC1
→ -1	7%	1	-7%
(23) Cc1cc(NC(=O)c2ccc(COc3ccc(Cl)c(C)c3)o2)no1
→ 2	6%[2.29 µM]	12	-4%
(24) CC1(C)CC(N(Cc2cccs2)C(=O)c2ccco2)CCO1 (stereo not drawn)
→ 8	-8%	?	-3%
(25) CCN(CC)S(=O)(=O)c1cc(NC(=O)CCCOc2ccc(C(C)=O)cc2)ccc1C
→ 9	nt	-4	1%
(26) CCCCS(=O)CC(COCc1ccccc1)OC(=O)CSc1nc(C)cc(C)n1 (stereo not drawn)
→ -7	-2%	12	2%
(27) COC(=O)c1scc(C)c1N/N=C(\C)c1ccc(F)cc1F
→ -14	18%	14	-14%
(28) CC(=O)CSc1ncnc2nc[nH]c12
→ 8	13%	56	7%
(29) CCC1CCCCN1CCCNC(=O)C1CCC(=O)N1Cc1ccc(C)cc1 (stereo not drawn)
→ -3	17%	103	8%
(30) CCN(CC)C(=O)C1CCCN(Cc2ccc(OC)c(C)c2)C1 (stereo not drawn)
→ 2	-4%	15	-5%

Next part:
Below each compound – IMPase inh	ALOX15B inhib	PNC assembly inh	12-hLO inh
(31) O=C(CN1CCCCCC1)N/N=C/c1cccc(Cl)c1Cl
→ nt	nt	12	-1%
(32) CCc1cc2c(NCC3CCCO3)nc(C)nc2s1 (stereo not drawn)
→ -5	nt	-22	0%
(33) CCn1c2ccccc2c2cc(NC(=O)CSc3nnc(-c4cccc(C)c4)o3)ccc21
→ 3	-1%	?	-1%
(34) Cc1ccccc1CSCC(Nc1ccc(C(=O)O)cc1[N+](=O)[O-])C(=O)O (stereo not drawn)
→ 1	-11%	?	-4%
(35) CCOC(=O)c1ccc(N2C(=O)c3n[nH]c(C)c3C2c2ccc(O)cc2)cc1 (stereo not drawn)
→ 0	1%	23	-10%
(36) Cc1cccc(C(=O)N/N=C/c2ccc3c(c2)OCO3)n1
→ 3	-5%	43	6%
(37) O=C(Nc1ccccc1C(=O)O)c1ccccc1
→ -1	1%	?	1%
(38) Cn1c(=O)c2c(SCc3cccnc3)nc(C3CC3)nc2n(C)c1=O
→ 10	10%	-3	0%
(39) CCOC(=O)C1CCCCN1Cc1ccc(OC)c(OC)c1OC (stereo not drawn)
→ -3	-6%	-14	-4%
(40) CCCn1c(SCC(=O)c2cc(C)ccc2C)n[nH]c1=O
→ 5	-8%	2	5%
(41) N=C(N)C(N=Nc1ccccc1)C(=N)N (stereo not drawn)
→ nt	5%[11.4 µM]	nt	-3%[11.4 µM]
(42) CCC(C(=O)O/N=C(\N)c1ccccc1)c1ccccc1 (stereo not drawn)
→ 0	-2%	?	3%
(43) C[C@@]12CCC(=O)C=C1CC[C@@H]1[C@@H]2[C@H](O)C[C@]2(C)[C@@H]1CC[C@]2(O)C(=O)COC(=O)CCC(=O)O
→ 1	-11%	nt	-3%
(44) O=C(CN1CCc2ccccc2C1)Nc1cc(S(=O)(=O)N2CCOCC2)ccc1N1CCCC1
→ nt	nt	-2	1%
(45) COC(=O)[C@@H]1CCCN1C(=O)[C@H]1C[C@@H]1[C@H](NC(=O)OCc1ccccc1)c1ccccc1
→ nt	1%	nt	-3%

(further entries)
Below each compound – IMPase inh	ALOX15B inhib	PNC assembly inh	12-hLO inh
(46) COc1cc(/C=C/C(=O)OCC(=O)N2CC3(C)CC2CC(C)(C)C3)ccc1O (stereo not drawn)
→ nt	nt	-4	-4%
(47) Cn1cccc1Cc1nnc(SCC(=O)Nc2ccc(Cl)cc2)n1-c1ccc(F)cc1
→ 5	nt	?	-18%
(48) CCCCNS(=O)(=O)c1ccc(S(=O)(=O)N2CCC3(CC2)OCCO3)cc1
→ nt	nt	11	6%
(49) COc1cc(N=CC2=C(O)c3ccccc3C2=O)cc(OC)c1
→ -7	nt	-21	-2%
(50) C1CNCCN1
→ nt	2%	nt	-6%
(51) CCOC(=O)C1=C(C)NC(=O)NC1C1CC=CCC1 (stereo not drawn)
→ 0	-2%	8	-6%
(52) Cc1cccc(NCc2nc(-c3ccccc3)no2)c1
→ 0	2%	-17	-4%
(53) c1ccc(COc2cccc(CNCc3cccs3)c2)cc1
→ nt	nt	-9	-5%
(54) CCN(CC)c1nc(=S)nc(NC(C)(C)C)[nH]1
→ 6	?	-6	-29%
(55) Cc1nn(CC(=O)N2CCOCC2)c(=O)c2ccccc12
→ 8	2%	10	-1%
(56) O=[N+]([O-])c1ccc(Cl)cc1Sc1ccccn1
→ nt	nt	-16	-3%
(57) CCOc1ccc(C(=O)N(C)C2CCS(=O)(=O)C2)cc1 (stereo not drawn)
→ 5	-3%	-24	4%
(58) COc1ccc(Cc2nnc(SCC(=O)NCCc3ccccc3)o2)cc1
→ -3	-10%	22	-3%
(59) CC1=C(C(=O)OC2CCCCC2)C(c2cccs2)n2c(nc3ccccc32)N1 (stereo not drawn)
→ nt	nt	3	-5%
(60) Cn1c(=O)c(C(=O)COC(=O)c2cc(-c3ccccc3)nc3ccccc23)c(N)n(Cc2ccccc2)c1=O
→ nt	-1%	47	-2%&-3%

Complete entries, looked up by structure:
Shown for C1CNCCN1 : IMPase inh = nt; ALOX15B inhib = 2%; PNC assembly inh = nt; 12-hLO inh = -6%
Shown for COc1cc(N=CC2=C(O)c3ccccc3C2=O)cc(OC)c1 : IMPase inh = -7; ALOX15B inhib = nt; PNC assembly inh = -21; 12-hLO inh = -2%
Shown for Cn1c(=O)c(C(=O)COC(=O)c2cc(-c3ccccc3)nc3ccccc23)c(N)n(Cc2ccccc2)c1=O : IMPase inh = nt; ALOX15B inhib = -1%; PNC assembly inh = 47; 12-hLO inh = -2%&-3%

Next part.
Below each compound – IMPase inh	ALOX15B inhib	PNC assembly inh	12-hLO inh
(61) CCc1cccc2c(C(=O)COC(=O)c3c(C)noc3C)c[nH]c12
→ 4	-6%	-5	-10%
(62) Cc1nc(SCC(=O)N(C)C2CCCCC2)[nH]c(=O)c1Cc1ccccc1
→ 3	-8%	53	7%
(63) COc1ccc(-n2c(C)cc(-c3csc(N)n3)c2C)cc1
→ 6	nt	23	-6%
(64) CCOc1ccc2nc(N3CCC(C(=O)N4CCN(C(=O)c5ccco5)CC4)CC3)sc2c1
→ 7	nt	-14	-1%
(65) Cc1nn(C)c(C)c1S(=O)(=O)N(CC(=O)NCc1cccs1)c1ccc(C(C)C)cc1
→ -8	nt	9	-1%
(66) COC(=O)c1c(C(=O)OC)c(C)n(Cc2ccco2)c1C
→ 0	-5%	?	1%
(67) CSc1ccc(CNCCCN(C)C)cc1
→ 1	nt	-23	3%
(68) CCOC(=O)c1cc2c(=O)n3ccccc3nc2n(CCCOC)c1=NC(C)=O
→ -17	-25%	?	2%
(69) Cc1ccc(CNC(=O)CS(=O)(=O)CC(=O)O)cc1
→ -1	-9%	-23	1%
(70) O=C1CC(c2ccc3c(c2)OCO3)c2cc3c(cc2N1)OCCO3 (stereo not drawn)
→ -10	0%	13	-5%
(71) CCCCn1c(N)c(-c2nc3ccccc3o2)c2c([N+](=O)[O-])nn(CC)c(=O)c21
→ nt	nt	42	0%
(72) COc1ccc(S(=O)(=O)Nc2cc(C(C)C)c(O)cc2C)cc1
→ 9	-3%	-3	-19%
(73) O=S(=O)(c1ccccc1)N1CCC[C@@]2(CCN(Cc3ccccc3)C2)C1
→ nt	3%	nt	3%
(74) CCN(CC)S(=O)(=O)c1cccc(NC(=O)c2cc3ccccc3o2)c1
→ 10	1%	9	3%
(75) COc1ccc(C(=O)Oc2c(C)occc2=O)cc1OC
→ -4	0%	?	1%
(76) CCOC(=O)CCNC(C)C1COc2ccccc2O1 (stereo not drawn)
→ 6	-9%	25	-9%
(77) COc1cccc2c1OCC1COc3c(c(=O)n(C)c(=O)n3C)C21 (stereo not drawn)
→ 2	-1%	26	4%

Part of the list above in order of number of heavy atoms, ascending:
Below each compound – IMPase inh	ALOX15B inhib	PNC assembly inh	12-hLO inh
(76) CCOC(=O)CCNC(C)C1COc2ccccc2O1 (stereo not drawn)
→ 6	-9%	25	-9%
(61) CCc1cccc2c(C(=O)COC(=O)c3c(C)noc3C)c[nH]c12
→ 4	-6%	-5	-10%
(71) CCCCn1c(N)c(-c2nc3ccccc3o2)c2c([N+](=O)[O-])nn(CC)c(=O)c21
→ nt	nt	42	0%

Screens: PubChem BioAssay, National Center for Advancing Translational Sciences (NCATS)
